RmlCD inh mix: inhibitors of RmlC and RmlD coupled enzymes; AID 1532; inhibition, % at 5.5 µM; RmlC/RmlD coupled enzyme inhibition, 384-well mixture HTS; 0.39% of 110,000 active; in the data active = inhibition above about 30%, passing the limit was not always enough; note: strong numbers were not always called active
HIV RNase H inh: inhibitors of HIV-1 reverse transcriptase RNase H | inhibition, % at 10 µM | RT-RNase H RNA/DNA duplex cleavage, fluorescence | 1.9% of 65,000 active | P04585; in the data active = inhibition above about 50%
Starred values were filed as active, the others as inactive; x = no result given. Not all compounds are listed; rates above refer to the full screens.

1. O=C(Oc1cc2oc(=O)c3c(c2cc1Cl)CCCC3)c1ccco1
2. O=C1NC(=O)C2(Cc3ccccc3N3CCOCC32)C(=O)N1c1ccccc1 (stereo not given)
3. Cc1csc2ncc(C(=O)Nc3ccc(C(F)(F)F)cc3)c(=O)n12
4. CCc1ccc2[nH]c(=O)c(CN(CCN(C)C)C(=O)Nc3ccccc3OC)cc2c1
5. Cc1csc(=O)n1CCC(=O)O
6. CCc1nnc(NC(=O)c2ccc3c(c2)C(=O)N(CC)C3=O)s1
screen / no.	1	2	3	4	5	6
RmlCD inh mix	141*	-8	23	-9	9	8
HIV RNase H inh	0	x	-9	4	-4	x

7. O=C(Nc1ccccn1)C(=O)N1CCCCC1
8. COc1ccc(Cn2nnnc2C(c2cc3cc(C)ccc3[nH]c2=O)N2CCOCC2)cc1 (stereo not given)
9. Cn1c(Cn2c(=O)sc3ccccc32)nnc1SCc1cccc(F)c1
10. O=C1C(C=NCCN2CCOCC2)=C(O)c2ccccc21
11. COc1ccc(C2C3=C(CC(C)(C)CC3=O)Oc3ncn(CC(C)C)c(=N)c32)cc1 (stereo not given)
12. COc1ccc(S(=O)(=O)N(C)CC(=O)Nc2c(F)cccc2F)cc1
screen / no.	7	8	9	10	11	12
RmlCD inh mix	2	6	9	x	x	-21
HIV RNase H inh	x	-18	-73	-17	-4	-3

13. Cn1c(=O)[nH]c(=O)c2c1nc(N(CCO)Cc1ccccc1)n2Cc1ccccc1Cl
14. O=C(NC1=NCCS1)Nc1ccccc1
15. CCOC(=O)C1CCN(C(=O)CCc2c(C)nc3cc(-c4ccccc4)nn3c2C)CC1
16. CCN(C(=O)CN1CCN(C)CC1)c1cccc2ccccc12
17. CCCC[C@@H]1CNC(=S)N1CCc1cccc2ccccc12
18. CCN(C(=O)c1ccco1)c1nnc(-c2ccc(OC)cc2)s1
screen / no.	13	14	15	16	17	18
RmlCD inh mix	9	11	0	7	-9	4
HIV RNase H inh	-11	-3	x	-6	x	x

19. CC(C)OC(=O)NCN1C(=O)C2C3C=CC(C3)C2C1=O (stereo not given)
20. CCOC(=O)Cn1nc(C)c2ccccc2c1=O
21. CCOc1c2ccc(C(=O)NCc3ccc(C)cc3)cc2nn1CC
22. Cc1cc(-c2cc(-c3ccccc3)on2)nc(NC2CCCC2)n1
23. CCc1ccc(NC(=O)c2onc(C)c2Cl)cc1
24. CN1CCC(N2CCN(c3cccc(C(F)(F)F)c3)CC2)CC1
screen / no.	19	20	21	22	23	24
RmlCD inh mix	-11	-11	11	-20	-13	1
HIV RNase H inh	x	-14	x	x	x	x

25. COC(=O)[C@@](C)(O)C1(C(=O)SC(C)(C)C)CC1
26. Cn1cccc1C(=O)NC(=O)CSc1nnc(C2CC2)n1-c1ccccc1
27. Cc1ccc(CCNC(=O)C2CCN(S(=O)(=O)c3c(C)nn(C)c3C)CC2)cc1
28. CCOc1ccccc1NC(=O)C(=O)NCC1CCCN1CC (stereo not given)
29. CCOC(=O)c1sc2nc(CC(=O)OC)nc(NCCN3CCOCC3)c2c1C
30. CCn1c(SCC(=O)NCCc2ccc(Cl)cc2)nnc1-c1cccs1
screen / no.	25	26	27	28	29	30
RmlCD inh mix	-5	-9	19	-38	147	-13
HIV RNase H inh	x	-13	-1	x	-15	0

31. O=C(OCC(=O)N1CCc2ccccc21)C1=COCCO1
32. CC1(C)O[C@@H]1COc1c2ccoc2cc2oc(=O)ccc12
33. O=C(CCCCCn1c(=O)[nH]c2ccccc2c1=O)NCCc1c[nH]c2ccccc12
34. N#Cc1ccccc1N=C1CCCN1Cc1ccccc1
35. O=C(CSc1nc2ccc([N+](=O)[O-])cc2[nH]1)NCCc1ccccc1
36. CCOC(=O)CC(N)c1ccc2c(c1)OCO2 (stereo not given)
screen / no.	31	32	33	34	35	36
RmlCD inh mix	16	7	8	-12	-13	-11
HIV RNase H inh	-2	x	x	-1	x	0

37. Cc1ccc(NC(=S)NCCN2CCOCC2)cc1C
38. Cc1nnc(NC(=O)c2c(F)c(F)c(F)c(F)c2F)s1
39. C=CCn1c(-c2cccnc2Cl)nc2cc(Cl)c(Cl)cc21
40. NC(=O)c1ccccc1N=Cc1ccccn1
41. COc1ccc(-c2nnc(NC(=O)C(C)C)o2)cc1
42. S=c1[nH]nc(CSc2nc3ccccc3s2)n1Cc1ccccc1
screen / no.	37	38	39	40	41	42
RmlCD inh mix	-7	-10	7	-9	-8	-4
HIV RNase H inh	x	0	x	-8	1	x

43. CCSCc1nnc(SCC(=O)Nc2cccc(SC)c2)n1C
44. Cc1ccc(CNC(=O)Cn2cncn2)cc1
45. Cc1nc(-c2ccccc2)nc2[nH]c(C(C)C)cc(=O)c12
46. COC(=O)[C@H]1C[C@H]1[C@@H](NC(=O)c1ccc[nH]1)c1ccccc1
47. C=C1CCC2C(C)(C)[C@H](O)CC[C@@]2(C)[C@@H]1COc1cc(=O)oc2ccccc12 (stereo not given in full)
48. Cc1onc(-c2ccccc2)c1C(=O)n1nnc2ccccc21
screen / no.	43	44	45	46	47	48
RmlCD inh mix	8	8	-12	8	-13	7
HIV RNase H inh	-14	x	-5	x	x	1

Entries of single compounds as entered above.
Profile of `Cc1onc(-c2ccccc2)c1C(=O)n1nnc2ccccc21` = RmlCD inh mix: 7; HIV RNase H inh: 1
Profile of `CCSCc1nnc(SCC(=O)Nc2cccc(SC)c2)n1C` = RmlCD inh mix: 8; HIV RNase H inh: -14
Profile of `COC(=O)[C@H]1C[C@H]1[C@@H](NC(=O)c1ccc[nH]1)c1ccccc1` = RmlCD inh mix: 8; HIV RNase H inh: x

The list continues:
49. COc1ccc(NC(=O)CSc2nnc(N)s2)cc1
50. Brc1cc2c(cc1/C=N/Nc1nc3ccccc3s1)OCO2
51. O=C(CSc1nnc(Cc2cccs2)n1C1CCCCC1)N1CCCc2ccccc21
52. N#CC1=C(N)N(c2ccc(Oc3ccccc3)cc2)C(=O)C1
53. CC(C)(C)S(=O)c1cccs1 (stereo not given)
54. CCOc1ccc(N2C(=O)CSC23CCCCC3)cc1
screen / no.	49	50	51	52	53	54
RmlCD inh mix	-8	-8	108	x	5	-9
HIV RNase H inh	4	x	-2	-1	x	-1

55. Cc1c(-c2ccccc2)cn2c1-c1ccc(C)n1CC2
56. CC1(C)CC(=O)c2cnc(N3CCN(c4ccccc4)CC3)nc2C1
57. Cn1c(CNS(=O)(=O)c2ccc(Br)cc2)n[nH]c1=S
58. CCN(CC)CCC(c1ccc(N(C)C)cc1)c1c(OC)cc(OC)c2ccc(=O)oc12 (stereo not given)
59. CN1CCN(S(=O)(=O)c2ccc(N3CCN(S(=O)(=O)c4cccs4)CC3)nc2)CC1
60. Cc1ccc(C(=O)COC(=O)C2CC(=O)N(c3nc(-c4ccccc4)cs3)C2)cc1C (stereo not given)
screen / no.	55	56	57	58	59	60
RmlCD inh mix	5	-12	-5	-7	12	10
HIV RNase H inh	x	-5	x	x	x	x

61. Oc1cccc(Nc2nc(NCC3CCCO3)c3ccccc3n2)c1 (stereo not given)
62. O=C(COC(=O)c1cc(-c2ccco2)nc2ccccc12)NCc1ccc2c(c1)OCO2
63. Cc1ccccc1N1C(=O)C2ON(c3ccccc3)C(c3cccnc3)C2C1=O (stereo not given)
64. CCOC(=O)CC(=O)Nc1nnc(C(C)C)s1
65. CCOc1ccc(OCC)c(NC(=O)CSc2nnnn2CC)c1
66. CCC(c1nnc(SCC(=O)NCCc2ccc(Cl)cc2Cl)o1)N(C)C (stereo not given)
screen / no.	61	62	63	64	65	66
RmlCD inh mix	8	x	9	4	12	9
HIV RNase H inh	-17	32	3	-2	x	51*

Values by screen from the entries so far:
RmlCD inh mix, nos. 49–53: -8, -8, 108, x, 5

(list continues)
67. CN(C)C(=O)Cn1c(SCC(=O)Nc2ccc3c(c2)OCO3)nc2ccccc21
68. COc1cc2[nH]c(=O)n(CCC(=O)N3CCN(c4cccc(C)c4C)CC3)c(=O)c2cc1OC
69. CC(C)C(=O)N1CCC(CN=Cc2c(O)n(C3CCCCC3)c(=O)n(C3CCCCC3)c2=O)CC1
70. O=C(NC1CCCCC1NC(=O)c1cccs1)c1cccs1 (stereo not given)
71. CCCCn1c2nc3ccccc3nc2c2c(=O)n(CCC)cnc21
72. CCOC(=O)c1ccccc1NC(=O)CN1CCC(n2nnc3cc(F)ccc32)CC1
screen / no.	67	68	69	70	71	72
RmlCD inh mix	0	9	-23	-9	x	x
HIV RNase H inh	x	61*	-2	-9	4	14

73. COc1ccc(C(=O)Cc2ccc(OC)c(OC)c2)cc1
74. Nn1c(SCc2nc3ccccc3[nH]2)nnc1-c1cccnc1
75. CCN(CC)CCN1C(=O)C(=O)/C(=C(/O)c2c(C)[nH]c(C(=O)OC)c2C)C1c1ccco1 (stereo not given)
76. Cc1cc(C)n(CC(=O)n2c(C)c(C)c3ccccc32)n1
77. CCN(C(=O)c1coc(=O)c2ccccc12)c1cc(OC)ccc1OC
78. COc1ccccc1N1CCN(C(=O)C(OC(C)=O)c2ccccc2)CC1 (stereo not given)
screen / no.	73	74	75	76	77	78
RmlCD inh mix	-7	-5	5	0	-2	6
HIV RNase H inh	x	-1	3	x	1	x

79. CCN(CC)C(=O)Oc1ccc2c(=O)c(-c3ccc(OC)cc3)coc2c1
80. CCOC(=O)CSc1ccc(-c2nc3ccccc3[nH]2)cn1
81. CCOC(=O)c1c(N)sc(C(=O)N(C)C)c1CN1CCOCC1
82. CCNC(=O)CC1SC(=Nc2ccccc2C)N(C)C1=O (stereo not given)
83. COc1ccc(/C=C/C(=O)N(CC(C)C)CC(C)C)cc1Br
84. Cc1cc(-c2ccccc2C(=O)NCc2ccccc2)on1
screen / no.	79	80	81	82	83	84
RmlCD inh mix	8	11	-5	-6	1	5
HIV RNase H inh	1	x	x	-47	x	-10

Some of the entries so far, with values under each structure.
Sequence of screens: RmlCD inh mix, HIV RNase H inh
(84) Cc1cc(-c2ccccc2C(=O)NCc2ccccc2)on1
 : 5, -10
(81) CCOC(=O)c1c(N)sc(C(=O)N(C)C)c1CN1CCOCC1
 : -5, x
(83) COc1ccc(/C=C/C(=O)N(CC(C)C)CC(C)C)cc1Br
 : 1, x
(82) CCNC(=O)CC1SC(=Nc2ccccc2C)N(C)C1=O (stereo not given)
 : -6, -47
(79) CCN(CC)C(=O)Oc1ccc2c(=O)c(-c3ccc(OC)cc3)coc2c1
 : 8, 1

3 compounds already listed, sorted by count of non-hydrogen atoms, largest number first.
1. O=C(Oc1cc2oc(=O)c3c(c2cc1Cl)CCCC3)c1ccco1
10. O=C1C(C=NCCN2CCOCC2)=C(O)c2ccccc21
7. O=C(Nc1ccccn1)C(=O)N1CCCCC1
screen / no.	1	10	7
RmlCD inh mix	141*	x	2
HIV RNase H inh	0	-17	x

Next part
85. Cc1cccc(-c2noc(CCc3ccccc3)n2)c1
86. CCN(CC)S(=O)(=O)c1cccc(C(=O)Nc2ccc(Cl)cn2)c1
87. Cc1nnc(SCCn2c(N3CCC(C)CC3)nc3c2c(=O)n(C)c(=O)n3C)s1
88. Cc1ccc2[nH]c(=O)c(CN(Cc3cccs3)Cc3nnnn3CC3CCCO3)cc2c1 (stereo not given)
89. Cc1ccc(C(=O)N2CCN3C(=O)c4ccccc4C23c2ccc(Cl)cc2)cc1 (stereo not given)
90. COc1ccc(NC(=O)C2CCCCN2S(=O)(=O)c2ccc(F)cc2)cc1 (stereo not given)
screen / no.	85	86	87	88	89	90
RmlCD inh mix	-3	2	4	2	14	6
HIV RNase H inh	-28	-14	4	2	x	-4

91. Cc1cc(=O)oc2cc(NC(=O)C3COc4ccccc4O3)ccc12 (stereo not given)
92. CC(C)OCCCNC(=O)c1ccccc1Oc1ccccc1
93. Cc1ccc(-n2ccc(=O)c(-c3ccnc(SCc4cccc(Cl)c4)n3)n2)cc1
94. COc1ccc(-c2nc3ccccc3n2OC(=O)N(C)C)cc1
95. CCC(=O)NCCc1cc2cc(C)c(C)cc2[nH]c1=O
96. Cc1n[nH]c(=O)nc1NCc1ccccc1Cl
screen / no.	91	92	93	94	95	96
RmlCD inh mix	5	-10	-14	-2	x	-6
HIV RNase H inh	40	x	x	x	-13	17

97. CCCc1cc(-c2[nH]ncc2-c2ccc3c(c2)OCCCO3)c(O)cc1O
98. COc1ccccc1N/N=C/c1c(CO)cnc(C)c1O
99. CCOC(=O)C(NC(=O)c1cccnc1)(Nc1cccc(C)n1)C(F)(F)F (stereo not given)
100. CC(C)(C)C(=O)CC(=O)Nc1ccc(Cl)c(N)c1
101. CCSc1nnc(NC(=O)CN(C)S(=O)(=O)c2ccc(F)cc2)s1
102. CCc1ccc(OCCCC(=O)O)c(Br)c1
screen / no.	97	98	99	100	101	102
RmlCD inh mix	3	15	-17	-11	3	-10
HIV RNase H inh	-7	x	3	4	0	-12

103. O=C(Nc1ccccc1C(=O)NCc1ccco1)NC1CCCCC1
104. CCc1cccc(NC(=O)CCSCCC(=O)Nc2cccc(CC)c2)c1
105. COc1ccc(CNC(=O)C2CC(=O)N(c3ccc(OCC(=O)N4CCCCC4)cc3)C2)cc1 (stereo not given)
106. O=C(NCC1(c2ccccc2)CCCC1)C(=O)NCC1(c2ccccc2)CCCC1
screen / no.	103	104	105	106
RmlCD inh mix	-14	3	20	-18
HIV RNase H inh	-3	x	-11	x

Compound activity: PubChem BioAssay, several laboratories
